Source: PubChem BioAssay (several laboratories)
DAX1 inh-1 = DAX1 (NR0B1) inhibitors on StAR promoter, primary screen, cell-based, luminescence, SF-1 (NR5A1), full-length DAX-1. HEK293T StAR-luciferase reporter, SF-1/DAX-1 repression relief. inhibition, % at 6.8 µM. hit rate 1.1% among 370,000. AID 652010, 2013;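 active = inhibition above the mean over all tested compounds plus 3 SD, cut at about 3.6% in these data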;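 note: 0% = DAX-1 cells with DMSO and 100% = cells lacking DAX-1 with DMSO; higher inhibition means more luminescence from relief of DAX-1 repression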
FXN GAA850 act = FXN promoter activators, primary screen, cell-based, luciferase luminescence, HEK293 lucGAA850. HEK293 lucGAA850 FXN promoter luciferase reporter, 24 h; percent of 10 µM SAHA response. hit rate 0.56% among 360,000. AID 540364, 2011. activation, % at 6 µM;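 active = activation above the average of all compounds screened plus 3 SD, cutoff fixed separately per campaign, cut at about 7.5% in these data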;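 note: 0% = DMSO wells and 100% = 10 µM SAHA wells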
ADAM17 inh = ADAM17 inhibitors, primary screen, biochemical, QFRET; Disintegrin and metalloproteinase domain-containing protein 17 (Homo sapiens), P78536; recombinant ADAM17, EDANS/DABCYL FRET peptide cleavage; inhibition, % at 6.95 µM; hit rate 0.83% among 370,000; AID 720648, 2013;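 active = inhibition above the mean of compounds lying between control limits plus 3 SD, set per campaign, cut at about 8.5% in these data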;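 note: 0% = DMSO-only wells as the low control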
Target sequence (P78536 215-824 limits assumed): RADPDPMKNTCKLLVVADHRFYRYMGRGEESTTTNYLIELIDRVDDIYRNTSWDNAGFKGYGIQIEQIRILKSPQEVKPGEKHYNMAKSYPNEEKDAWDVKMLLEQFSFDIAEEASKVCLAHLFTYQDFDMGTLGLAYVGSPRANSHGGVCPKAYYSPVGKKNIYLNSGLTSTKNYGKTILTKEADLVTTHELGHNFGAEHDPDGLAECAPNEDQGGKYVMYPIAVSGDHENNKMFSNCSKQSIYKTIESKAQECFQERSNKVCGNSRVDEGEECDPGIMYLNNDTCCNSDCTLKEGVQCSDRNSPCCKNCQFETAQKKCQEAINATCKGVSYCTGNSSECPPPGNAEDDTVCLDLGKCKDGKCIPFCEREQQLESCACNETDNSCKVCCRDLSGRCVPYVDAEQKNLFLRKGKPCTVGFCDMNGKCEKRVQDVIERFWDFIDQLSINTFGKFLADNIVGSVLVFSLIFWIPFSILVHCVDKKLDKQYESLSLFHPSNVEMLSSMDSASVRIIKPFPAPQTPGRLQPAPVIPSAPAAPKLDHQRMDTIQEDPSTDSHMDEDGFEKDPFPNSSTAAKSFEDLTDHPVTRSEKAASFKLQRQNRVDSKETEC
ADAM10 inh = human ADAM10 inhibitors, primary screen, biochemical, QFRET, HTS. inhibition, % at 7 µM. Disintegrin and metalloproteinase domain-containing protein 10 (Homo sapiens), O14672. AID 720582, 2013. hit rate 0.62% among 370,000. recombinant ADAM10, EDANS/DABCYL FRET peptide cleavage, 3 h;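 active = inhibition above a per-campaign cutoff equal to the mean of compounds falling between control-based bounds plus 3 SD, cut at about 20% in these data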;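 note: 0% = DMSO wells while the 100% control is not disclosed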
DAX1 inh-2 = DAX1 (NR0B1) inhibitors, primary screen, cell-based, HEK293, Gal4-DAX1, luciferase luminescence. Nuclear receptor subfamily 0 group B member 1 (Homo sapiens), P51843. HEK293 Gal4-DAX1 luciferase reporter. inhibition, % at 6.75 µM. hit rate 0.99% among 340,000. AID 504766, 2011;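 active = inhibition above the mean over all tested compounds plus 3 SD, cut at about 4.2% in these data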;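 note: 0% = DAX1-transfected cells with DMSO and 100% = empty-vector control cells with DMSO; inhibition shows as a rise in luminescence from relieved DAX1 repression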
Target sequence (P51843 207-470 limits assumed): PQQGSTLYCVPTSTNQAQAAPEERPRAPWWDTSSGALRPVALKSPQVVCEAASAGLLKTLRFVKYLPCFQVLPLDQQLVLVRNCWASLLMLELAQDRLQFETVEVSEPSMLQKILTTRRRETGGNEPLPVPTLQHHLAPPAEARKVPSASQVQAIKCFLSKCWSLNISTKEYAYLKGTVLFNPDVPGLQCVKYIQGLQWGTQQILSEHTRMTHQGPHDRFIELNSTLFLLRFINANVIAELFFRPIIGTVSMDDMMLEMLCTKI
NPR1 activator = GC-A stimulated cGMP production enhancers – HEK293 GC-A cells, cGMP TR-FRET, EC30 ANP, primary screen | activation, % at 10 µM | 0% at EC30 ANP, 100% saturating ANP | hit rate 0.14% among 370,000 | AID 1671463, 2021 | Atrial natriuretic peptide receptor 1 (Homo sapiens), P16066; in the data active = activation above about 40%
hcDAF12 agonist = H. contortus DAF-12 nuclear receptor activators, primary screen, cell-based, luminescence, HEK293, lit1-tk-luc reporter. HEK293 hcDAF-12 lit1-tk-luc reporter; 0% DMSO, 100% Δ7-dafachronic acid. activation, % at 6.8 µM. hit rate 1.4% among 370,000. AID 652067, 2013;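 active = activation above the mean of all tested compounds plus 3 SD, cut at about 5.5% in these data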;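 note: 100% = response to 3 µM Δ7-dafachronic acid high control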
PG9 binder = binders of HIV-1 gp120 antibody PG9, primary screen, biochemical, TR-FRET; HIV-1 gp120 / PG9 antibody interaction; inhibition, % at 6.7 µM; TR-FRET gp120-PG9 antibody binding; hit rate 0.43% among 360,000; in the data active = inhibition above about 8.5%
SMARCA2 activ = SMARCA2 (BRM) function activators, primary screen, cell-based, luminescence, high throughput. MG213 cells, MMTV-luciferase reporter, dexamethasone, overnight. hit rate 1% among 370,000. activation, % at 9.1 µM. AID 652017, 2013; in the data active = activation above about 7.8%;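 note: 0% = vehicle wells and 100% = reference activator wells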
hgDAF12 agonist = H. glycines DAF-12 receptor agonists, primary screen, cell-based, luminescence, HEK293, GAL4 fusion, UAS-luciferase; hit rate 1.8% among 370,000; Nuclear hormone receptor DAF-12 (Heterodera glycines), GAL4 fusion; activation, % at 6.8 µM; AID 687014, 2013; HEK293 GAL4-hgDAF12 UAS-luciferase reporter, agonist luminescence; normalized to butyrate control;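 active = activation above a cutoff set at the mean of all screened compounds plus 3 SD, cut at about 10% in these data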;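 note: 0% = DMSO wells and 100% = sodium butyrate wells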
ssDAF12 agonist = S. stercoralis DAF-12 nuclear receptor activators, primary screen, cell-based, luminescence, HEK293, GRIP1 co-expression, lit1-tk-luc; activation, % at 6.8 µM; HEK293 ssDAF-12/GRIP1 lit1-tk-luc reporter; % of 3 µM dafachronic acid response; hit rate 1% among 370,000; AID 652126, 2013;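 active = activation above the mean over all tested compounds plus 3 SD, cut at about 0.9% in these data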;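 note: 0% = DMSO-only wells and 100% = 3 µM delta7-dafachronic acid wells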
Numbers without * were called inactive; / = not tested or not shown; & = joins results of further samples.

smiles,NPR1 activator,ADAM17 inh,FXN GAA850 act,DAX1 inh-1,hgDAF12 agonist,SMARCA2 activ,PG9 binder,ssDAF12 agonist,hcDAF12 agonist,DAX1 inh-2,ADAM10 inh
NS(=O)(=O)c1ccc(NC(=S)Nc2ccc(S(=O)(=O)N3CCCC3)cc2)cc1,1,-1,2.2,0.0,1.9,-1,-1.4,-1.0,-0.9,0.0,3
CCCc1ccc(-c2cc(NC(=O)CSc3nnc(N)s3)n(-c3ccccc3)n2)cc1,-11,5,6.7,4.1*,14*,6,-1.9,-0.2,5.4,1.1,16
O=C(Nc1ccccc1N1CCCCC1)c1ccc(F)c(S(=O)(=O)N2CCOCC2)c1,0,4,-0.1,0.8,-2.4,-2,0.7,-0.8,-0.8,0.4,4
[O-][n+]1cccc2cccc(O)c21,3,-27,0.7,-2.5,0.2,3,-1.8,0.1,1.9,0.1,-98
O=C(NCCCN1CCOCC1)c1ccc(CSc2ccc(Cl)cc2)cc1,15,-1,1.4,-1.1,-4.0,-3,-0.1,-1.6,-2.1,-0.6,4
CCOC(=O)N1CCN(C(=O)c2ccc3c(=O)n(-c4cc(OC)ccc4OC)c(=S)[nH]c3c2)CC1,-2,-4,-1.8,1.6,1.7,-2,-0.2,-2.0,-0.3,0.6,-3
O=C1OCCC1Sc1nnc(-c2ccccc2Cl)n1Cc1ccccc1 (stereo not given),-12,-1,0.5,0.3,0.3,-3,1.4,-1.6,1.6,0.6,2
Cc1ccc(-n2c(SCC(=O)N3CCN(c4ccccn4)CC3)nnc2N2CCCC2)cc1,-1,-9,1.2,-1.3,-2.4,2,0.3,-1.2,-2.3,0.1,-17
CN1CCC(C2(O)c3ccccc3CCc3ccccc32)CC1,-15,-1,-2.1,0.7,4.2,3,-1.6,-1.1,-0.2,-1.6,1
CS(=O)(=O)N1CCCC(C(=O)Nc2ccc(F)cc2)C1 (stereo not given),1,0,1.3,0.1,-2.0,2,-1.9,-1.5,0.8,0.3,7
COc1cccc(CC2(CO)CCCN(Cc3ccc(CN4CCCCC4)s3)C2)c1 (stereo not given),-1,-2,0.6,-0.4,1.2,1,0.4,-0.9,0.3,-0.4,0
O=C(CN1CCCC1)NCc1ccccc1,2,0,0.8,0.0,-0.6,-1,-3.0,-0.5,-1.4,2.1,-3
O=C(Nc1nc2ccccc2[nH]1)c1cc(F)cc(F)c1,5,-1,2.6,1.6,10,8,-2.1,0.7,5.6*,0.7,-2
CCNc1nc(NCC)n2c(SCC(=O)N3CC4(C)CC3CC(C)(C)C4)nnc2n1 (stereo not given),-3,-2,2.3,0.1,-1.1,3,-0.2,-1.2,1.4,-1.4,-6
C[C@H]1[C@@H](NC(=O)c2ccc(C(F)(F)F)cc2)CC[C@@]23CCCN2C(=O)CCC[C@@H]13,3,1,/,/,-0.8,/,/,-0.9,-1.5,/,0
CC(C)(C)c1ccc(OCCOCCn2cnc3ccccc3c2=O)cc1,-3,0,2.3,-0.2,2.6,1,-0.8,-0.5,-0.8,1.1,0
CN1C(=O)c2cc(NC(=O)Nc3ccccc3F)ccc2OC[C@H]2O[C@@H](CC(=O)NCc3ccc(-c4ccccc4)cc3)CC[C@@H]21,-3,-8,/,-0.3,0.2,-3,/,-1.7,-0.3,/,30*
Cc1cccc(Nc2nnc(SCC(=O)NCc3cccs3)s2)c1,-3,-1,1.2,-0.1,9.4,1,-1.2,-1.4,-0.6,-1.6,4
CC(C(=O)O)c1ccc(-c2ccccc2)c(F)c1 (stereo not given),15&0,-4&-9,0.4&1.5,-0.6&2.3,4.8&-1.9,2&-4,-0.6&-0.6,-0.7&-1.1,-2.6&-1.3,0.0&-0.6,2&-5
Cc1cccc(N=C2NN=C(c3ccc4c(c3)OCCO4)CS2)c1,-3,-2,2.4,2.7,9.2,0,-2.5,0.2,2.4,2.8,1
COc1ccccc1CNC(=O)CN1NS(=O)(=O)c2ccccc2C1=O,2,-2,-0.6,-0.9,-0.1,-3,0.5,-1.4,1.4,-0.1,-1
Cc1onc(-c2ccccc2)c1C(=O)N/N=C/c1cc2c(cc1Br)OCO2,-36,-4,1.3,-1.6,-1.5,-2,-0.8,-1.6,-4.4,0.6,-12
Cc1ncc([N+](=O)[O-])n1CC(=O)Nc1ccc(Br)cc1,1,-2,-2.8,0.7,-0.2,-4,0.5,-0.9,0.4,-1.1,1
CC(=O)c1ccc(NC(=O)NC2CCCc3ccccc32)cc1 (stereo not given),-2,-1,1.1,3.1,-1.0,-1,-1.8,-1.4,-1.4,1.1,-1
CC(NC(=O)COC(=O)CC(c1ccccc1)c1ccccc1)c1ccccc1 (stereo not given),0,3,1.0,-0.1,0.3,-3,-1.5,-1.2,-1.1,-0.9,-1
Cc1ccc2c(-c3ccc([N+](=O)[O-])cc3)cc(=O)[nH]c2c1,0,-4,1.0,-0.1,0.8,0,-0.6,-1.2,-2.1,2.0,5
COc1cccc(/C=C2\SC(=O)N(CCC(=O)N3CCCCC3CCO)C2=O)c1 (stereo not given),-1,-8,1.6,-2.0,2.8,0,-0.5,-1.4,0.6,0.7,-19
Cc1cc2nc3c(nc2cc1C)C1(C(=O)N(C)C)CCC3(C)C1(C)C (stereo not given),2,1,1.4,0.1,0.2,-4,2.7,-1.0,0.5,-0.2,-6
CC1(C)CC(=O)C=C(Nc2ccc3c(c2)OCCO3)C1,3,-3,-7.7,-0.5,-3.5,-5,-0.3,-1.6,-2.7,-0.9,1
O=C(COc1ccccc1Br)Nc1ccc(S(=O)(=O)N2CCCC2)cc1,0,-3,1.8,-2.9,0.2,-2,-2.0,-1.6,-0.7,-1.7,1
O=C(COc1ccc(Cl)cc1)NCCSCc1cccc(Cl)c1,-1,5,-0.4,0.1,-1.2,0,0.4,-1.2,-2.5,0.3,7
CC1=CC(C)(C)NC(=S)N1c1cccc(Cl)c1,1,-3,-1.1,-0.6,1.3,0,-0.3,-1.6,-3.0,-0.1,-2
Cc1nc(NC(=O)/C=C/c2ccccc2)sc1C(=O)Nc1cccc(Cl)c1,-2,-4,0.9,0.3,1.5,2,-2.8,-1.5,-1.6,0.3,-1
Cc1cc(OCC(=O)Nc2ccc(N3CCCC3)cc2)cc(C)c1Cl,4,8,0.0,0.2,-1.2,0,-3.3,-1.0,0.0,0.4,15
O=C(Nc1ccc(F)cc1)c1ccccc1NC(=O)C1CCCCC1C(=O)O (stereo not given),-1,-6,2.2,1.0,2.0,0,-3.0,-1.2,0.3,-0.3,-18
O=Cc1ccc(OCCN2CCCC2=O)cc1,1,-4,-0.3,0.4,4.2,-2,-1.0,-0.7,-1.7,2.1,-8
O=C(NCC1CCCO1)C1CCN(C2CCN(CCCC3CCCC3)CC2)CC1 (stereo not given),-1,2,-1.5,-0.1,-2.4,0,-0.9,-1.1,-0.7,0.4,0
COc1ccc(CC(=O)NCC2(N3CCCCC3)CCCCC2)cc1,-2,-4,2.9,-0.6,1.8,-3,-1.3,-0.9,-0.4,0.8,-8
Cc1cc(NC(=O)CSc2nccn2-c2ccc([N+](=O)[O-])cc2)no1,-4,-2,0.8,-0.2,1.5,-3,-0.4,-1.5,-0.1,-0.5,2
COc1ccc(NCc2nnc(SCC(=O)NCc3ccco3)n2-c2ccccc2OC)cc1,3,-2,1.0,-0.1,1.9,-2,-2.1,-1.1,0.9,0.1,0
O=C(O)c1ccccc1CSc1nnnn1-c1ccccc1,-2,1,0.8,0.1,1.1,3,-1.3,-1.3,-0.6,1.6,2
O=C(CN1C(=O)NC2(CCCC2)C1=O)Nc1ccc(Cl)cc1C(F)(F)F,-1,-2,-1.1,-0.2,1.0,-4,-0.2,-1.1,-1.4,2.7,-5
C[C@H](CO)N1C[C@H](C)[C@@H](CN(C)Cc2ccc(C(=O)O)cc2)Oc2ccc(NS(=O)(=O)c3cn(C)cn3)cc2C1=O,4,3,-0.9,0.0,0.4,-1,1.0,-1.1,1.0,0.4,-4
Cc1ccccc1Cn1c(C)c(C(=O)NCc2cccc(Cl)c2)sc1=O,-3,8,-0.5,-0.3,-2.5,-2,2.2,-1.0,-1.1,/,14
CCCCn1c(SCC(=O)NCc2ccco2)nc2cc(S(N)(=O)=O)ccc21,-3,1,-1.7,1.0,-1.4,1,-1.6,-0.9,-1.6,0.5,5
CC(C)C(C)NC(=O)COc1ccc(S(=O)(=O)N2CCOCC2)cc1Cl (stereo not given),-4,-6,1.9,-0.6,1.1,-4,2.1,-1.1,0.5,1.2,-8
COc1ccc(N2C(c3ccsc3)=Cc3cc4c(cc3C2c2c[nH]c3ccccc23)OCO4)cc1 (stereo not given),5,-4,/,-1.8,4.0,0,-0.8,0.1,4.8,/,-10
NC(=O)Nc1ccc(C(=O)N2CCN(S(=O)(=O)Cc3ccccc3)CC2)cc1,0,-3,-1.3,0.6,-1.3,-1,0.1,-1.5,-2.3,0.5,-16
COC(=O)[C@@]1(Cc2ccc(OC)cc2)[C@H]2c3cc(C(=O)N4CCCC4)n(CCc4c[nH]c5ccccc45)c3C[C@H]2CN1C(=O)c1ccccc1,-5,6,/,-0.9,-0.3,-6,-1.5,-1.1,0.8,/,16
COc1ccc(CCC(=O)Nc2nc(C)c(C(=O)N(C)C)s2)cc1,7,0,-0.1,-0.5,-1.1,-1,0.8,-1.7,-1.8,0.1,-1
C/C(CC(=O)Nc1ccc(N(C)C)cc1)=N\NC(=O)c1cnccn1,-2,0,2.3,0.8,2.9,2,-6.7,-0.9,-2.1,-1.1,-6
O=C(NNc1cccc(Cl)n1)Nc1ccccc1F,-1,2,1.8,-0.4,10,-1,-0.5,-2.4,-0.8,0.9,1
Cc1ccc(CNC(C)c2ccccc2)cc1 (stereo not given),-3,2,2.6,-0.2,1.2,-1,1.4,0.1,-1.4,-1.2,6
